# CHO parental Ca: signal in parental CHO cells, OX1R antagonist counter-screen; parental CHO-K1, ATP-induced calcium, Fluo-8 fluorescence; inhibition, % at 5.6 µM; 0.63% of 330,000 active; AID 463079;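 active = inhibition above that plate's mean sample inhibition plus 3 SD, cut at about 26% in these data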;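 note: 0% = ATP-challenged DMSO wells and 100% = DMSO wells without ATP; some compounds past the cut are filed as inactive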
#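 Test system: parental CHO cells; detection: calcium-sensitive Fluo-8 fluorescence; evaluation: percent inhibition of calcium signal; also added: ATP as calcium-mobilizing challenge; repeats: one well per compound; control set: ATP-challenged DMSO wells low, unchallenged DMSO wells high; compound: single nominal dose of 5.6 µM per compound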
# CHRM1 agonist: agonists of human M1 muscarinic receptor; CHO-K1 hM1, Fluo-8 calcium fluorescence, agonist mode; 0% DMSO, 100% acetylcholine EC100; 0.33% of 360,000 active; activation, % at 3 µM; P11229;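 active = activation above the run's mean compound activation plus 3 SD, cut at about 16% in these data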;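 note: peak over basal fluorescence ratio within a 140 s kinetic read after compound addition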
# Target sequence (P11229 whole entry, looked up): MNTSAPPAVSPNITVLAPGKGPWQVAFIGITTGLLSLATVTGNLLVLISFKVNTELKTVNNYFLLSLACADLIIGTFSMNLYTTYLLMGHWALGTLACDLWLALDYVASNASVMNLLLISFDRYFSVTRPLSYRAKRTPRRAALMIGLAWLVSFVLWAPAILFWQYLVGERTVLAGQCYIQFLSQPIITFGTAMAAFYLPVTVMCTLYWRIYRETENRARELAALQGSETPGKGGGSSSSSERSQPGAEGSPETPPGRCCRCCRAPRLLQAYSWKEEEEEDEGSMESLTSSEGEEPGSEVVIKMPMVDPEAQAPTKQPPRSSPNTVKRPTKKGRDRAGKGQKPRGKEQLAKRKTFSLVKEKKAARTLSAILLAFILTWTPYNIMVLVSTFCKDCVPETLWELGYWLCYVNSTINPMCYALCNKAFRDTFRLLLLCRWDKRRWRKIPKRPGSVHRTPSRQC
# OXTR potentiator: potentiators of human oxytocin receptor; CHO-OTR cells, Fluo-8 calcium fluorescence, potentiator mode; 0% = oxytocin EC15, 100% = EC100; activation, % at 3 µM; 0.061% of 320,000 active; AID 2445;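 active = activation above that plate's cutoff, the mean activation of tested compounds plus 3 SD, cut at about 6.6% in these data, passing the limit was not always enough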;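 note: 100% uses oxytocin at 75 nM as the full agonist control; some results filed as inactive read as strong as hits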
#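 assay system = CHO-OTR cells, human receptor | schedule = compound 6 min at room temperature before oxytocin, 100 s read | detection = Fluo-8 intracellular calcium fluorescence, ex 470-495, em 515-575 nm | evaluation = normalized max/min fluorescence ratio, % activation | control set = EC15 oxytocin alone as 0%, 75 nM oxytocin (EC100) as 100%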
# TAAR1 antag: antagonists of human TAAR1; inhibition, % at 3 µM; CHO RD-HGA16 TAAR1, Fluo-8 calcium fluorescence, antagonist; 1.5% of 360,000 active; Q96RJ0;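 active = inhibition above a per-plate cutoff, the mean inhibition of test compounds on that plate plus 3 SD, cut at about 49% in these data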;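 note: 0% = DMSO plus EC80 beta-PEA response and 100% = DMSO alone without agonist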
# Target sequence (Q96RJ0 whole entry, looked up): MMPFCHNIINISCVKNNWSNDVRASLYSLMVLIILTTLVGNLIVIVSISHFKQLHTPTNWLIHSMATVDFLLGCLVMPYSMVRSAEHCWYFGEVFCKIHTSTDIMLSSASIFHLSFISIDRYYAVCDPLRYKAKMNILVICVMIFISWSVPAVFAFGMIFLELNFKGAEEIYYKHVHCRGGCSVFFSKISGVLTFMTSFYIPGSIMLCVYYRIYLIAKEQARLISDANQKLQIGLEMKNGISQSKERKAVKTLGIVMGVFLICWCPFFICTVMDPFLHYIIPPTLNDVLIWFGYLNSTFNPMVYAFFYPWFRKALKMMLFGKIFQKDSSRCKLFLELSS
#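 Test system – hTAAR1-expressing CHO RD-HGA16 cells, Gα16-coupled · Also added – β-PEA at EC80 concentration, post-compound challenge · Compound – 3 µM, single point · Incubation – dye loading 75 min at 37 °C, then 30 min room temperature · Measured by – Fluo-8 intracellular calcium dye fluorescence, real-time kinetic reads · Benchmarks – vehicle and agonist controls · Replicates – singlicate, one well per test compound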
# M1 antag: human CHRM1 antagonism; 1.3% of 360,000 active; AID 588852; inhibition, % at 3 µM; CHO-K1 hM1, Fluo-8 calcium fluorescence, ACh EC80 antagonist;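 active = percent inhibition above its own plate's cutoff, namely the mean of that plate's compound wells plus 3 SD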;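 note: peak over basal fluorescence ratio during 140 s after agonist addition; 0% = ACh EC80 plus DMSO and 100% = DMSO alone without agonist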
# CHRM1 PAM: human CHRM1 positive allosteric modulation. activation, % at 3 µM. P11229. CHO-K1 hM1, Fluo-8 calcium fluorescence, ACh EC20; 0% = ACh EC20, 100% = maximal ACh. 0.088% of 360,000 active; in the data active = activation above about 19%, passing the limit was not always enough
# OXTR agonist: human OXTR agonism | activation, % at 3 µM | CHO-OTR cells, Fluo-8 calcium fluorescence; normalized: DMSO 0%, oxytocin 100% | P30559 | 0.32% of 320,000 active;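 active = activation above the mean of all tested compounds plus 3 SD, cutoff set per screening run, cut at about 20% in these data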;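 note: peak over basal fluorescence ratio from a 100 s FLIPR kinetic read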
# V1aR counter: counter-screen for oxytocin receptor agonists: human V1a receptor agonists | 0.25% of 320,000 active | P37288 | activation, % at 3 µM | CHO-V1R cells, Fluo-8 calcium fluorescence, agonist mode; 0% DMSO, 100% 3 nM vasopressin;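 active = activation above the mean activation of all tested compounds plus 3 SD, per screening run, cut at about 20% in these data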;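 note: signal is peak over basal fluorescence ratio across a 100 second FLIPR read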
# TAAR1 ag: human TAAR1 agonism | AID 624467 | 0.99% of 360,000 active | CHO RD-HGA16 TAAR1, Fluo-8 calcium fluorescence; vehicle wells 0%, saturating PEA agonist 100% | Q96RJ0 | activation, % at 3 µM;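 active = activation above the mean activation of all test compounds in the run plus 3 SD, cut at about 38% in these data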
#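 Test system: RD-HGA16 (CHO) cells co-expressing Gα16 and hTAAR1 / Benchmarks: DMSO vehicle as 0%, PEA at EC100 as 100% / Repeats: no replicates (n 1) / Measure: % activation from peak over basal fluorescence ratio, DMSO-to-PEA scaled / Timing: 17-24 h plating, Fluo-8 75 min 37 °C, 30 min RT / Technique: kinetic Fluo-8 calcium fluorescence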
# Numbers without * were called inactive; · = not tested or not shown.
cpd	smiles	CHO parental Ca	CHRM1 agonist	OXTR potentiator	TAAR1 antag	M1 antag	CHRM1 PAM	OXTR agonist	V1aR counter	TAAR1 ag
1	CC(=O)n1c2ccccc2c2nc3ccccc3nc21	-4	-1	-11	·	-8	4	-0.1	-0.3	·
2	CCCCc1ccc(NC(=O)CN2C(=O)C3CCCCC3C2=O)cc1 (stereo not drawn)	-16	-3	-5	8	-4	8	-1.2	-1.1	5
3	Cc1ccc(C(=O)N2CCCC2)cc1S(=O)(=O)Nc1ccccc1	-12	0	-5	6	-18	4	0.1	2.5	4
4	CCC(C)(C)NC(=O)C(c1ccc(F)cc1)N(Cc1ccc(OC)cc1)C(=O)c1cnccn1 (stereo not drawn)	-20	-8	-2	6	5	3	-1.4	1.7	1
5	CC1CCc2cccc3c(O)cc(=O)n1c23 (stereo not drawn)	-17	0	-1	-32	-2	0	0.5	0.2	1
6	CCCn1c(N)c(Sc2ccc([N+](=O)[O-])cc2)c(=O)n(CCC)c1=O	-11	-5	8	12	-9	8	-0.5	0.1	3
7	CC(=O)Nc1ccc(Nc2nc(C)nc3c2oc2ccccc23)cc1	-8	-3	-1	-1	0	2	-2.6	-1.4	12
8	Cc1ccc(S(=O)(=O)N2[C@@H](c3ccccc3F)C(C(=O)O)=CC[C@H]2c2cccc(Cl)c2)cc1	-17	-5	-14	14	3	2	-0.7	-0.6	1
9	COc1ccc(S(=O)(=O)N(CC(=O)NCC2CCCO2)C2CCCCC2)cc1OC (stereo not drawn)	-15	-3	-5	-13	-8	2	1.3	0.9	0
10	CN(C)C(=O)CSc1nc(-c2ccccc2)nc2c1CCCC2	-11	-3	-1	7	12	0	-1.9	-0.7	10
11	Cn1ccnc1SCc1ccc(Cl)cc1Cl	-11	-7	-6	-16	-8	7	-0.7	2.8	-1
12	Cn1c(=O)c(=O)n(C)c2cc(S(=O)(=O)NCCN3CCN(c4ccccc4F)CC3)ccc21	-7	-4	-3	-18	-13	6	0.0	-0.4	-2
13	Cc1ccc(C)c(N2CCN(C(=O)CN(C)S(=O)(=O)c3cnc[nH]3)CC2)c1	-10	-2	-7	-9	-2	1	-0.2	-0.8	6
14	CC(C)c1ccc2c(c1)C(N1CCN(C)CC1)Cc1cccnc1S2 (stereo not drawn)	-16	-7	-6	-22	6	-7	3.7	-1.4	3
15	Cc1cccc(NC(=O)c2ccc(N3C(=O)C4CCCCC4C3=O)cc2)c1C (stereo not drawn)	·	-4	·	-3	7	0	·	·	3
16	COc1ccc2cc3c(N)nn(C(=O)Cc4ccccc4OC)c3nc2c1	-16	2	-5	2	-16	15	-0.7	-1.0	3
17	O=C(O)C/C=C(/NC(=O)OCc1ccccc1)C(=O)OCc1ccccc1	-21	-2	-6	-1	-7	9	-0.9	0.0	3
18	COc1cc(OC)c2c(-c3ccccc3)cc(=O)oc2c1C(CCN1CCN(c2ccccc2)CC1)c1ccc(N(C)C)cc1 (stereo not drawn)	-21	-4	-1	-9	-3	0	-1.4	-0.2	1
19	CC(C)C[C@@]12C(=O)N(c3cccc(F)c3)C(=O)N1[C@H](c1ccc(Br)cc1)[C@@H]1C(=O)N(C(C)(C)C)C(=O)[C@@H]12	-23	-4	-8	5	-12	5	0.2	-0.8	9
20	COc1ccc(OCc2nnc(SCC(=O)N3C(C)CCCC3C)o2)cc1 (stereo not drawn)	0	-7	-9	-2	-1	10	2.2	3.4	1
21	O=C(NCCc1ccccc1)c1ccc(CS(=O)(=O)Cc2ccc(F)cc2)o1	-17	-1	-9	-15	5	-5	3.4	3.9	10
22	CC(C)[C@H](NC(=O)c1ccccc1)C(=O)OCC(=O)NCc1ccc(F)cc1	-21	-4	-7	-9	17	-1	-1.2	-0.8	7
23	COc1cc(C(F)(F)F)c(C(=O)N(C)Cc2cccc(Cl)c2)cn1	-21	-4	-5	-43	-7	7	-0.8	-0.8	-1
24	COc1cc2ccccc2cc1C(=O)N1CCc2ccccc21	·	-6	·	-35	-11	8	·	·	-2
25	CCOC(=O)Cc1nnc(Nc2ccc(C)cc2)c2ccccc12	-9	-6	1	-25	-1	0	-2.2	-0.8	-2

# Retrieved by compound from above:
cpd	smiles	CHO parental Ca	CHRM1 agonist	OXTR potentiator	TAAR1 antag	M1 antag	CHRM1 PAM	OXTR agonist	V1aR counter	TAAR1 ag
9	COc1ccc(S(=O)(=O)N(CC(=O)NCC2CCCO2)C2CCCCC2)cc1OC (stereo not drawn)	-15	-3	-5	-13	-8	2	1.3	0.9	0
2	CCCCc1ccc(NC(=O)CN2C(=O)C3CCCCC3C2=O)cc1 (stereo not drawn)	-16	-3	-5	8	-4	8	-1.2	-1.1	5

# Next entries follow.
cpd	smiles	CHO parental Ca	CHRM1 agonist	OXTR potentiator	TAAR1 antag	M1 antag	CHRM1 PAM	OXTR agonist	V1aR counter	TAAR1 ag
26	CC1CCCC(NC(=O)COC(=O)[C@@H](NC(=O)c2ccc(F)cc2)C(C)C)C1C (stereo partly drawn)	-25	-1	-2	-6	-7	1	-2.2	-2.0	3
27	CCCCNC(=O)[C@@H]1CSC2c3ccc(OC)c(OC)c3C(=O)N21 (stereo partly drawn)	-9	6	-7	1	-11	13	-1.6	9.2	1
28	COCCN(C(=O)CN1CCc2ccccc2C1)c1c(N)n(Cc2ccccc2)c(=O)[nH]c1=O	-15	-3	0	-5	-6	7	0.6	0.3	15
29	O=C(/C=C/c1ccc(F)cc1)NC(=S)Nc1ccccc1O	·	-6	·	30	-3	2	·	·	13
30	Cc1c(C)c2ccc(OCC(=O)Nc3ccccn3)cc2oc1=O	6	-1	-9	-13	1	9	0.7	-0.1	0
31	O=C1c2ccccc2C(=O)N1CCCCN(C(=O)c1cc2ccccc2oc1=O)c1ccc(Cl)cc1	-28	-4	-4	-3	5	-1	-1.1	2.3	10
32	COc1ccc(-c2cc(C(=O)N/N=C/c3cccnc3)c3cc(C)cc(C)c3n2)cc1	·	2	·	-9	-14	17	·	·	0
33	CCCCC(c1nnnn1CC1CCCO1)N1CCN(c2cc(Cl)ccc2C)CC1 (stereo not drawn)	·	-4	·	-4	21	-17	·	·	1
34	COc1cccc(CC2(CO)CCCN(Cc3cn[nH]c3-c3cc(C)ccc3C)C2)c1 (stereo not drawn)	-7	-7	-3	-3	1	2	0.1	-1.3	3
35	CCCCn1c(N2CCCC2)nc2c1c(=O)[nH]c(=O)n2C	2	-2	-5	-1	11	-5	0.3	-0.1	3
36	COc1cc(/C=C/C(=O)OCC(=O)NC(=O)NCc2ccccc2)ccc1OCC#N	5	-2	-11	8	-1	7	-0.3	0.2	14
37	Nc1c(C(=O)OCC2CCCO2)c2nc3ccccc3nc2n1C1CCCCC1 (stereo not drawn)	-12	-4	-10	0	-9	11	0.1	0.2	14
38	COC(=O)Cn1ccc(-c2ccc(Cl)cc2)c(C#N)c1=O	-7	-3	1	-11	1	2	-0.7	0.5	2
39	COc1ccc(N(C)C(=O)Cc2c(C(=O)O)n(C)c3ccccc23)c(OC)c1	-13	-2	-4	-3	-18	18	-0.5	0.5	-2
40	Cc1ccc(S(=O)(=O)NNC(=O)C2CCN(Cc3ccccc3)CC2)cc1	9	-5	1	-9	80*	-21	1.0	0.5	6
41	N=c1c(S(=O)(=O)c2ccccc2)cc2c(=O)n3ccccc3nc2n1Cc1cccnc1	-13	-7	-10	4	9	-1	-1.7	-0.7	5
42	O=C(CSC1=NS(=O)(=O)c2ccccc2N1)N1CCCCC1	-2	3	6	-4	-6	5	0.2	0.5	2
43	COc1ccc(N=N/C(=C\O)C(=O)c2ccco2)cc1	-17	-3	-1	-12	1	-1	-2.6	-1.0	1
44	Cc1nc2c(ncn2-c2ccccc2)c(=O)n1NC(=O)CN1CCOCC1	-7	-3	0	-6	-8	7	-0.5	1.0	0
45	CCCCNC(=O)CSc1nc2ccccc2n1S(=O)(=O)c1ccc(Cl)cc1	-5	-5	-1	9	-5	3	1.2	0.3	7
46	O=C1Nc2ccc(Br)cc2C1=Nc1ccc(-c2nnc3n2CCCCC3)cc1	1	·	-1	·	·	·	0.7	1.5	·
47	O=C(CN1CCN(CC(=O)Nc2ccccc2F)CC1)Nc1ccc2c(c1)OCCO2	-10	-6	7	-2	-1	-2	-1.2	-1.1	0
48	Cc1ccc(C2C(=O)N(C3CCC(C)CC3)CC(=O)N2C2CC2)cc1 (stereo not drawn)	0	-9	-2	·	-4	4	-1.1	-0.6	·
49	COc1ccc(C)cc1NC(=O)NNC(=O)c1cc2ccccc2cc1O	-6	4	-13	-12	-4	14	1.7	2.0	2
50	CCn1c(NC(=O)Nc2cccc(C)c2C)cc2sccc21	-10	-2	-7	-13	-8	8	0.5	0.5	2
51	COc1cccc(C(c2nnnn2Cc2ccco2)N2CCN(Cc3ccccc3)CC2)c1OC (stereo not drawn)	-13	-8	-7	23	-3	-2	-2.3	-1.3	3
52	CC(=O)Nc1cnc(/C=C\CCCO)cn1	·	0	·	1	-5	7	·	·	0
53	Cc1cccc(C)c1NC(=O)Nc1cccs1	-1	-2	-1	3	-4	7	-1.6	1.6	1
54	CCCCOC(=O)Nc1ccc(C(=O)OC)cc1	-4	-7	5	1	-4	0	-0.6	-0.2	17
55	COc1ccc(C2C(C(C)=O)=C(C)N=c3s/c(=C\c4ccc5c(c4)OCO5)c(=O)n32)c(OC)c1 (stereo not drawn)	-15	-4	-10	14	-15	4	-0.4	0.2	5
56	COc1ccc(Cn2c(O)c(/C=N/NC(=O)c3cccnc3)c3ccccc3c2=O)cc1	·	0	·	-6	3	2	·	·	3
57	CC(C)(C)c1ccc(C(=O)NCc2nnc(SCC(=O)N3CCCC3)o2)cc1	·	-6	·	-3	-29	9	·	·	1
58	CC(C)(C)NC(=O)C(=O)NNC(=O)COc1ccc(Br)cc1	-9	-4	-3	-9	0	-2	-1.0	-0.2	2
59	CCOC(=O)N/N=C\C=C\c1ccco1	-11	-2	-6	4	4	-7	0.1	1.1	-1
60	O=C(Nc1ccccn1)c1ccc(Br)c(S(=O)(=O)N2CCCC2)c1	-17	0	-1	6	3	-2	1.6	6.3	2
61	O=C(Nc1ccc(C(=O)O)cc1)/C(=C/c1ccc([N+](=O)[O-])cc1)NC(=O)c1ccccc1	-14	0	1	-20	2	8	-0.4	0.8	3
62	Cc1ccc(C(=O)NCCC(=O)N2CCCC2)cc1	-3	0	4	-19	-4	12	1.1	0.6	1
63	CCN(CC)c1ccc(NC(=O)Cn2ncc3c(C)n(Cc4ccccc4F)c(C)c3c2=O)c(C)c1	-8	-11	-6	-6	14	-12	0.2	0.3	1
64	COc1ccc(-c2[nH]ncc2-c2cnn(-c3ccccc3)c2)c(O)c1	-23	-5	-16	7	-10	7	1.0	0.1	-1

# Assay outcomes from PubChem.
